Source: PubChem BioAssay (National Center for Advancing Translational Sciences (NCATS))
MCF10A rereplic = A quantitative high throughput screen for small molecules that induce DNA re-replication in MCF 10a normal breast cells. MCF 10A DNA re-replication, Hoechst nuclear intensity, 48 h. Potency, µM (highest dose often 46.1 µM), for the others: top-dose activity, positive = re-replication, actives largely listed as activators. 2.9% of 350,000 active; also: % of control where 0% means no effect; nearly all actives have a fitted effect of over 50% in size
Nrf2 activator = qHTS of Nrf2 Activators; AREc32 ARE-luciferase reporter (MCF7-derived line), luminescence, 24 h; Potency, µM (doses to about 46.1 µM), for inactives: at the highest dose activation, actives largely listed as activators; 0.31% of 410,000 active; AID 624171, 2012; also: % of control where 0% means no effect; nearly all actives have a fitted effect of over 65% in size
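Steps: seed AREc32_Fluc cells (1000/well, 5% FBS OPTI-MEM); incubate overnight at 37 deg C; add 23 nL compound; incubate 24 hr; add Steady-Glo; hold 30 min RT; read luminescence.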
EPAC2 antag = qHTS for Antagonist of cAMP-regulated guanine nucleotide exchange factor 2 (EPAC2): primary screen; 0.18% of 360,000 active; AID 720708, 2013; Rap guanine nucleotide exchange factor 4 (Homo sapiens), Q8WZA2; Potency, µM (series often up to 114 µM), without a hit: at the top dose activity, negative = inhibition, actives largely listed as inhibitors; EPAC2 GEF exchange of Rap1B-BODIPY-GDP, fluorescence; also: % is scaled to controls: 0 for no effect and ±100 for the full control effect; nearly all actives have a fitted effect of over 45% in size; many of its hits are not listed in these tables
Target sequence (Q8WZA2 whole entry, looked up): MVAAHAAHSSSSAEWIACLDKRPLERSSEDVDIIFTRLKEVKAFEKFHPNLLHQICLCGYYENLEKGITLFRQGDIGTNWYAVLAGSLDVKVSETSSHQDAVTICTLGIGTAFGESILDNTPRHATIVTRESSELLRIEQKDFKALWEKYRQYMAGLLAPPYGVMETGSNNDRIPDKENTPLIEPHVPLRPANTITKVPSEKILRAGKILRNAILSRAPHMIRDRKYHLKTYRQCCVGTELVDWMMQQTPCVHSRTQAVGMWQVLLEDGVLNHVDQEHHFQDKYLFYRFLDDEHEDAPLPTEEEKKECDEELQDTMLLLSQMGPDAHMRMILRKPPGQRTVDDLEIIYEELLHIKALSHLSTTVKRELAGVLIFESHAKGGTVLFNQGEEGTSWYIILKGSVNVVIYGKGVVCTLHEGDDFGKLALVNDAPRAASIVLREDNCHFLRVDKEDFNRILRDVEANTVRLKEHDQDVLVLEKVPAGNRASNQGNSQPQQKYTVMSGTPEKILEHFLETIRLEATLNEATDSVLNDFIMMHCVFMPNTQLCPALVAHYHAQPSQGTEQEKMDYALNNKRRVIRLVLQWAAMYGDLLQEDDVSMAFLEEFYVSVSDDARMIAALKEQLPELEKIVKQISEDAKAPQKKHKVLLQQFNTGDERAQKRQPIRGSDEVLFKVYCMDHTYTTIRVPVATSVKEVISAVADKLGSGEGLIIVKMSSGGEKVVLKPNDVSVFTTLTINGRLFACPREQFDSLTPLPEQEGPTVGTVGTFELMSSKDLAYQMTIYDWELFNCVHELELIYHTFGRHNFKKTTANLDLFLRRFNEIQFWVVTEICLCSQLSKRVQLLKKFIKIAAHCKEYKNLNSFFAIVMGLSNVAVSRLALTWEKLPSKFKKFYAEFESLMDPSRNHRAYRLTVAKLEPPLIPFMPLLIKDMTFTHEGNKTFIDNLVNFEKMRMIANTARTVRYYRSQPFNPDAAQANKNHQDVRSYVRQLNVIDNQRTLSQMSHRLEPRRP
ATXN2 expr inh = Primary qHTS for Inhibitors of ATXN expression; HEK-293 ATXN2-luciferase reporter, luminescence, 24 h; Potency, µM (series often up to 57 µM), without a hit: top-dose activity change, negative = inhibition, hits mostly inhibitors; AID 1745845, 2022; 0.72% of 360,000 active; also: % is scaled to controls: 0 for no effect and ±100 for the full control effect; nearly all actives have a fitted effect of over 55% in size
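qHTS (up to 57 uM final) was run with 24 h compound exposure of reporter cells at 37 °C. Each well was multiplexed: SteadyGlo luminescence measured ATXN2-luciferase expression after a fluorogenic Gly-Phe-AFC viability readout (25 uM final).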
A549 tox = Nrf2 qHTS screen for inhibitors: counterscreen for cytotoxicity. A549 ARE-Fluc cells, CellTiter-Fluor viability, 18-24 h. AID 504648, 2011. 0.16% of 390,000 active. Potency, µM (titrated, usually from 46 µM), for inactives: at the highest dose activity change, negative = cytotoxicity, hits mostly inhibitors; also: % is scaled to controls: 0 for no effect and ±100 for the full control effect
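A549 ARE_Fluc cells in 5% FBS OPTI-MEM were exposed to compounds in concentration-response for 18-24 h at 37 deg C. Viability was read by CellTiter-Fluor fluorescence (Ex 405/Em 525) after 30 min, before the luciferase read.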
TGFb inhibitor = qHTS for Inhibitors of TGF-b; HepG2 CAGA-GFP TGF-b/SMAD3 reporter, GFP fluorescence, 18 h; TGF-beta stimulated, 500 pg/mL final; Potency, µM (series often up to 46.1 µM), inactives show top-dose activity, negative = inhibition, usual class: inhibitors; 1.2% of 410,000 active; AID 588855, 2011; also: % is scaled to controls: 0 for no effect and ±100 for the full control effect; nearly all actives have a fitted effect of over 65% in size
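GFP signal (ex488/em500-530) from TGF-beta-stimulated HEPG2 CAGA-GFP cells, 500 pg/mL final, 18 h at 37 degrees C in DMEM plus 1% FBS, normalized to unstimulated and DMSO-stimulated controls.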
HepG2 viability = qHTS for Inhibitors of TGF-b: Cytotox Counterscreen. HepG2 CAGA-GFP viability, ATP luminescence, 18 h. Potency, µM (titrated, usually from 46.1 µM), without a hit: top-dose activity change, negative = cytotoxicity, most hits filed as cytotoxic. 0.76% of 410,000 active. AID 588856, 2011; also: some results filed as inactive show a strong effect at the top dose
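CellTiter-Glo luminescence gave cytotoxicity after 18 hours at 37 degrees C. The cells were HepG2 CAGA-GFP in 1% FBS DMEM, stimulated with 500 pg/mL TGF-beta after compound addition. %Activity was normalised to no-cell wells (complete cell-killing) and DMSO (no toxicity), and curves were fitted and classified.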
S2 tox = Viability Counterscreen for Primary qHTS for Inhibitors of ATXN expression. 0.49% of 400,000 active. AID 651635, 2014. S2 cells (HEK-293 line with an ATXN2-luciferase reporter) viability, CellTiter-Fluor protease fluorescence, 24 h. Potency, µM (titrated, usually from 56.7 µM), usual class: cytotoxic; also: nearly all actives have a fitted effect of over 40% in size
Nrf2 inh = Nrf2 qHTS screen for inhibitors. A549 ARE-Fluc reporter, luciferase luminescence, 18-24 h. Potency, µM (top dose mostly 46 µM), for the others: at the top dose activity change, negative = inhibition, hits mostly inhibitors. 2.1% of 360,000 active. AID 504444, 2011; also: % is scaled to controls: 0 for no effect and ±100 for the full control effect; nearly all actives have a fitted effect of over 60% in size
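Nrf2 function is reported as luminescence of an ARE-controlled luciferase in A549 cells. Compounds were tested at several concentrations, and a CellTiter-Fluor read on the same wells flagged cytotoxicity.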
The depositor's hits bear a star; i = inactive; ? = inconclusive; / = not tested or not shown; [ ] = dose if it differs, or a comment. Calls follow the shape of the dose curve; as a rule, active = well fitted curve in the direction sought with a large enough effect; inconclusive = small, poorly fitted or top-dose-only effect, or another doubt; inactive = no such curve, though single readings can be large; an effect the other way counts as inactive or inconclusive. Potency is read from the fitted curve at half-maximal effect.

[1] N#CCCNC(=O)Cn1c(COc2ccc(Cl)cc2)nc2ccccc21
[2] COc1ccc(C(=O)Nc2ccccc2C(=O)N/N=C/c2cccc3ccccc23)cc1
[3] COc1ccc2nc(COC(=O)c3cccs3)c(C(C)=O)[n+]([O-])c2c1
[4] Cc1cccc(NC(=O)c2cc3c(=O)n4ccccc4nc3s2)c1
[5] COc1ccc(CC(=O)c2ccc(O)cc2O)cc1OC
[6] Cc1ccc(S(=O)(=O)N2CC=C(N)N2)cc1
[7] CCn1c(SCC(=O)Nc2ccc(C(C)=O)cc2)nc2nc3c(cc2c1=O)COC(C)(C)C3
[8] CCOC(=O)C=C(C(=O)OCC)C(=O)OCC

entry no.,1,2,3,4,5,6,7,8
MCF10A rereplic,?,6%,-1%,19%,11%,-6%,-2%,7%
Nrf2 activator,3.0%,-0.1%,0.2%,0.3%,2.6%,-0.4%,4.8%,3.9%
EPAC2 antag,8%,6%,-3%,-14%,0%,3%,-27%,3%
ATXN2 expr inh,0%,-18%,/,-8%,29%,2%,/,-18%
A549 tox,0%,-11%,0%,-1%,-1%,-2%,-2%,2%
TGFb inhibitor,14%,0%,8%,5%,0%,-6%,1%,1%
HepG2 viability,3%,-97%,3%,-3%,-1%,-9%,3%,-27%
S2 tox,i,i,i,i,i,i,i,i
Nrf2 inh,?,?,5%,-6%,16%,-2%,18%,3%

[9] O=C(c1ccccc1)c1ncc(C(F)(F)F)cc1Cl
[10] CCc1nn(CC(=O)N2CC(C)CC(C)C2)c(=O)c2cccn12 (configuration not stated)
[11] CC(=O)Nc1ccc(S(=O)(=O)Nc2ccc(F)c([N+](=O)[O-])c2)cc1
[12] CC(=O)Nc1ccc(Nc2c3c4c(cccc4n(C)c2=O)C(=O)c2ccccc2-3)cc1
[13] COc1ccc(CC(=O)NCC2CCCN(Cc3ccc(OC)cc3F)C2)cc1 (configuration not stated)
[14] C[C@@H]1CN([C@@H](C)CO)C(=O)c2cc(N(C)C)ccc2O[C@@H](C)CCCCO[C@@H]1CN(C)Cc1ccc2c(c1)OCO2
[15] COc1ccc2[nH]c3c(c2c1)[C@@H]1CCN2C(=O)CCC[C@H](C3)[C@H]12
[16] O=S(=O)(c1ccccc1)N1CC=C(c2ccccc2)CC1

entry no.,9,10,11,12,13,14,15,16
MCF10A rereplic,2%,-12%,?,12%,22%,/,0%,-2%
Nrf2 activator,0.5%,0.8%,?,5.3%,-0.6%,-1.1%,5.0%,0.4%
EPAC2 antag,2%,4%,-12%,11%,-6%,-10%,3%,-4%
ATXN2 expr inh,2%,/,-5%,-4%,/,-19%,14%,6%
A549 tox,-1%,14%,-5%,-19%,2%,/,4%,-5%
TGFb inhibitor,5%,0%,-1%,45%[activator],8%,3%,2%,4%
HepG2 viability,1%,0%,2%,-1%,-38%,-11%,9%,-16%
S2 tox,i,i,i,i,?,?,i,i
Nrf2 inh,-10%,8%,15%,-23%,9%,/,13%,5%

2 entries from above, as labelled records.
[11] CC(=O)Nc1ccc(S(=O)(=O)Nc2ccc(F)c([N+](=O)[O-])c2)cc1
  MCF10A rereplic: ?
  Nrf2 activator: ?
  EPAC2 antag: -12%
  ATXN2 expr inh: -5%
  A549 tox: -5%
  TGFb inhibitor: -1%
  HepG2 viability: 2%
  S2 tox: i
  Nrf2 inh: 15%
[12] CC(=O)Nc1ccc(Nc2c3c4c(cccc4n(C)c2=O)C(=O)c2ccccc2-3)cc1
  MCF10A rereplic: 12%
  Nrf2 activator: 5.3%
  EPAC2 antag: 11%
  ATXN2 expr inh: -4%
  A549 tox: -19%
  TGFb inhibitor: 45%[activator]
  HepG2 viability: -1%
  S2 tox: i
  Nrf2 inh: -23%

(more compounds)
[17] O=C(COc1cccc2ccccc12)N/N=C/c1ccccc1OCc1ccc(C(=O)O)cc1
[18] COc1ccc(NC(=O)C2CCN(S(=O)(=O)c3ccc(C)cc3)CC2)cc1OC
[19] CC1CC(=O)N(CC(=O)NCc2ccco2)c2ccccc2S1 (configuration not stated)
[20] O=C1CC(NCCN2CCOCC2)C(=O)N1Cc1ccc(N2CCCC2=O)cc1 (configuration not stated)
[21] CC(=O)Nc1ccc(NC(=O)C(C)OC(=O)c2ccc(OCc3c(C)noc3C)cc2)cc1 (configuration not stated)
[22] CC(C)(C)C(=O)N1c2ccccc2CCc2ccccc21
[23] CN(Cc1ccccc1)C(=O)c1cccc(NC(=O)Cc2ccc(NC(=O)C3CCCN(C(=O)CCc4ccccc4)C3)cc2)c1 (configuration not stated)
[24] CC(=O)Nc1cccc(-c2csc(C(C)(O)c3cccc(F)c3)n2)c1 (configuration not stated)

entry no.,17,18,19,20,21,22,23,24
MCF10A rereplic,?,11%,-1%,?,21%,-2%,?,/
Nrf2 activator,-0.1%,-0.3%,0.5%,2.4%,0.1%,0.7%,6.2%,3.4%
EPAC2 antag,?,-7%,-2%,-17%,-1%,15%,0%,3%
ATXN2 expr inh,-16%,3%,17%,3%,25%,-15%,-5%,-16%
A549 tox,-2%,1%,10%,2%,0%,0%,-2%,/
TGFb inhibitor,-4%,1%,6%,?,-2%,-9%,-31%,-2%
HepG2 viability,-5%,0%,16%,0%,-3%,8%,-31%,-8%
S2 tox,i,i,i,i,i,i,i,i
Nrf2 inh,-6%,11%,1%,7%,/,-13%,?,/

[25] Cc1noc(C)c1CSc1nnc2ccc3ccccc3n12
[26] Cc1onc(-c2ccccc2Cl)c1C(=O)Nc1ccccc1O
[27] CCc1nnc(NC(=O)[C@@H](NS(=O)(=O)c2ccc3c(c2)OCCO3)C(C)C)s1
[28] O=C(Nc1ccc(S(=O)(=O)N2CCOCC2)cc1)c1ccc2c(c1)OCO2
[29] CCC(=O)N1CCC1(C)C(=O)Nc1ccc2c(c1)CCN2C(C)=O (configuration not stated)
[30] O=c1cc[nH]c2ccc(OC(F)(F)F)cc12
[31] CCN1C(C(=O)c2ccccc2)=C(OC(=O)c2ccc(OC)cc2)c2ccccc2S1(=O)=O
[32] CCn1c(-c2cc(OC)ccc2OC)csc1=Nc1c(C)n(C)n(-c2ccccc2)c1=O

entry no.,25,26,27,28,29,30,31,32
MCF10A rereplic,5%,5%,-26%,4%,/,-15%,/,0%
Nrf2 activator,-0.6%,-0.7%,-0.3%,-0.5%,-0.1%,-0.5%,0.3%,-0.5%
EPAC2 antag,6%,-7%,-3%,-8%,2%,12%,/,5%
ATXN2 expr inh,3%,-28%,-2%,-4%,4%,2%,/,-4%
A549 tox,7%,17%,0%,0%,/,1%,?,-13%
TGFb inhibitor,-5%,-30%,-6%,-1%,-4%,-2%,?,11%
HepG2 viability,-3%,-13%,1%,2%,-9%,-59%,-36%,-3%
S2 tox,i,i,i,i,i,i,/,i
Nrf2 inh,-8%,-4%,-1%,-4%,/,-13%,?,?

Some values from the entries so far:
HepG2 viability with cpd 29 : -9%
Nrf2 activator with cpd 30 : -0.5%

Next section:
[33] Cc1ccc(-n2c(=O)c3sccc3n(CC(=O)NCc3ccco3)c2=O)cc1F
[34] O=C(c1ccccc1)N1CCN(Cc2cccc(Oc3ccccc3)c2)CC1
[35] COc1cc2c(cc1OC)CN(c1ccc([N+](=O)[O-])cc1Cl)CC2
[36] Nc1nnc(Cc2ccc(Cl)cc2Cl)s1
[37] CCOc1ccc(-c2c(C(=O)N/N=C/c3ccncc3)nnn2-c2nonc2N)cc1
[38] O=C1[C@H]2CCCC[C@H]2C(=O)N1CCCCN1CCN(c2nsc3ccccc23)CC1
[39] CN(C)C(=O)c1ccc(NC(=O)COC(=O)c2cc3c(s2)CCCCC3)cc1
[40] COC(=O)CNC(=O)C(C)NC(=O)CNC(=O)OCc1ccccc1 (configuration not stated)

entry no.,33,34,35,36,37,38,39,40
MCF10A rereplic,7%,9%,?,1%,0%,?,?,-2%
Nrf2 activator,2.8%,-0.6%,-0.4%,-0.2%,-0.8%,?,0.1%,0.7%
EPAC2 antag,5%,-9%,-1%,7%,5%,19%,6%,13%
ATXN2 expr inh,-30%,-29%,-7%,103%[activator],5%,?,0%,-7%
A549 tox,-14%,-6%,1%,-3%,0%,5%,-2%,-2%
TGFb inhibitor,13%,?,?,-3%,2%,?,-2%,-31%
HepG2 viability,6%,-33%,-18%,4%,-5%,-17%,4%,5%
S2 tox,?,i,i,?,i,?,i,i
Nrf2 inh,-14%,?,-5%,2%,3%,-4%,1%,20%

[41] O=C(CCC1CCCC1)N1CCN(C(=O)C2CC2)CC1
[42] CC(C)(C)NC(=S)Nc1ccc(Br)cc1
[43] O=C(NC1(O)C(=O)c2ccccc2C1=O)c1ccc(C(F)(F)F)cc1
[44] CCN(c1ccccc1)S(=O)(=O)c1ccc(Cl)c(C(=O)OCC(=O)c2[nH]c(C)c(C(C)=O)c2C)c1
[45] COCCNC(=S)N1CCc2cc(OC)c(OC)cc2C1COc1ccc(F)cc1 (configuration not stated)

entry no.,41,42,43,44,45
MCF10A rereplic,3%,16%,?,?,1%
Nrf2 activator,-0.4%,-0.8%,19%,0.5%,-0.2%
EPAC2 antag,4%,3%,?,-9%,-2%
ATXN2 expr inh,14%,15%,-30%,-6%,-4%
A549 tox,-2%,-7%,17%,-4%,0%
TGFb inhibitor,0%,-20%,?,-5%,-11%
HepG2 viability,1%,-1%,16%,-4%,-18%
S2 tox,i,i,?,i,i
Nrf2 inh,8%,?,-10%,6%,11%

3 entries out of the list, arranged by number of heavy atoms, largest number first:
[44] CCN(c1ccccc1)S(=O)(=O)c1ccc(Cl)c(C(=O)OCC(=O)c2[nH]c(C)c(C(C)=O)c2C)c1
[40] COC(=O)CNC(=O)C(C)NC(=O)CNC(=O)OCc1ccccc1 (configuration not stated)
[41] O=C(CCC1CCCC1)N1CCN(C(=O)C2CC2)CC1

entry no.,44,40,41
MCF10A rereplic,?,-2%,3%
Nrf2 activator,0.5%,0.7%,-0.4%
EPAC2 antag,-9%,13%,4%
ATXN2 expr inh,-6%,-7%,14%
A549 tox,-4%,-2%,-2%
TGFb inhibitor,-5%,-31%,0%
HepG2 viability,-4%,5%,1%
S2 tox,i,i,i
Nrf2 inh,6%,20%,8%

Some of the compounds tested, so the mix of outcomes need not match the whole.
